Myeloid diff MLP: promotes myeloid progenitor differentiation. ER-HoxA9 myeloid progenitors, lysozyme-GFP differentiation, flow cytometry. actives 1% (n = 360,000). calls only at 10 µM;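 active = normalized GFP-positive differentiation at or above the plate's own cutoff, the solvent-only control mean plus 3 SD; inconclusive = no clear call, values can overlap the other calls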;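 also: cells exposed to compound for four days before flow analysis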
Myeloid diff MLP GFP+ MAC1+ %: recorded beside Myeloid diff MLP, whose call it bears; GFP+ MAC1+ double positive, %; measured here: differentiation confirmed by MAC1 staining
Numbers without * were called inactive; i = inactive; ? = inconclusive; · = not tested or not shown. Some of the compounds tested. The share of hits here may be higher or lower than overall.

SMILES	Myeloid diff MLP	Myeloid diff MLP GFP+ MAC1+ %
CC[C@]1(C(=O)OC)[C@H]2C(=O)N(Cc3ccccc3)C(=O)[C@H]2[C@H]2CN=C(SCc3ccccc3)N21	i	0.8
Cc1cccc(C(O)c2ncc(-c3ccc(Cl)cc3)[nH]2)c1C (stereo not given)	i	0.7
CC1CCN(C(=O)COC(=O)CCC(=O)c2ccc(Cl)cc2)CC1	i	1.0
O=c1cc(C=NNc2ccccc2)[nH]c(=O)[nH]1	i	3.0
Cc1ccc(-c2nc3ncccc3o2)cc1NC(=O)c1ccco1	i	0.4
COc1ccc(CC(=O)OCC(=O)NC(=O)NC2CCCC2)cc1	i	0.5
COc1ncccc1-c1cnc2cccnn12	i	0.6
O=C(CNC(=O)c1cccc(-n2cnnn2)c1)Nc1ccc(F)c(F)c1	i	1.6
CC(C)C[C@H]1CNC(=S)N1C[C@H]1CCCN1C[C@H](Cc1ccc(O)cc1)N1C[C@H](Cc2ccc(O)cc2)N(CC2CCCCC2)C1=S	i	1.3
COc1ccc(N2CCN(C(=O)[C@H](C)N3C(=O)C4CC=CCC4C3=O)CC2)cc1 (stereo not given in full)	i	0.9
Cn1c(N)c(N=O)c(=O)n(C)c1=S	i	1.3
OCCNc1ncnc2c1ncn2[C@H]1CN(C2CCCC2)C[C@@H](CO)O1	i	0.9
O=C1C=CC(=O)N1c1ccc(Nc2ccccc2)cc1	i	1.3
CC1(C(=O)NS(=O)(=O)C2CC2)CCN(C(=O)C2(c3ccc(Cl)cc3)CCCC2)C1 (stereo not given)	i	0.6
O=C(Nc1ccccc1)c1nc[nH]c1C(=O)N1CCN(c2ccccc2)CC1	i	0.5
COC(=O)[C@@]1(Cc2ccccc2)[C@H]2C(=O)N(C)C(=O)[C@H]2[C@H]2CN(C)C(=NCc3ccccc3)N21	i	0.5
CCNC(=O)C1CCCN(C(=O)c2ccccc2OC(F)(F)F)CC1 (stereo not given)	i	0.9
CC1(C(=O)NS(=O)(=O)c2cccc(F)c2)CCN1C(=O)C1(c2ccc(Cl)cc2)CCC1 (stereo not given)	i	0.2
C#CCNC(=O)c1ccc2sc([C@H]3C[C@H](O)[C@@H](CO)O3)nc2c1	i	0.9
CN1C(=O)c2ccc(Oc3ccccc3)cc2C1=O	i	0.8
FC(F)(F)c1ccccc1Cc1c(-c2ccccc2)nc2ccc(Cl)cn12	i	0.2
CCOc1ccc(NC(=O)CN(C)C(=O)c2ccccc2OCc2cccc(C)c2)cc1OCC	i	1.2
NNC(=O)Cn1nc(Cc2ccccc2)n(N)c1=O	i	1.1
COc1ccc(CNC(=O)C2CCCC2)cc1	i	0.6
CC1(c2nnnn2C2CCCC2)CCC(=O)N1c1ccc2c(c1)OCCO2 (stereo not given)	i	1.5

The closing 2 records of the part before lead into the next:
SMILES	Myeloid diff MLP	Myeloid diff MLP GFP+ MAC1+ %
COc1ccc(CNC(=O)C2CCCC2)cc1	i	0.6
CC1(c2nnnn2C2CCCC2)CCC(=O)N1c1ccc2c(c1)OCCO2 (stereo not given)	i	1.5
CC(C)C(=O)N1CCCC1(C)C(=O)NCc1ccc(Cl)cc1 (stereo not given)	i	0.8
CC(C)(C)Nc1c(C2CCNCC2)nc2c(OCc3ccccc3)cccn12	i	1.0
CCc1ccccc1OCC(=O)NCC1COc2ccccc2O1 (stereo not given)	i	0.2
CN(Cc1ccccc1)C(=O)c1ccc(NC(=O)Cc2ccc(NC(=O)C3CCCN(C(=O)CCc4ccccc4)C3)cc2)cc1 (stereo not given)	i	0.2
CCN(CC)C(=O)c1ncn(Cc2ccccc2)c1C(=O)N(CC)CC	i	1.3
CCN(CC)CCNC(=O)c1nn(-c2ccc(Cl)cc2)c2c1CCc1cc(OC)ccc1-2	i	0.8
CC(Sc1nnc(Cc2ccccc2)n1C)C(=O)NC1CC1 (stereo not given)	i	0.3
C[C@H]1CN([C@@H](C)CO)C(=O)c2cccc(NC(=O)C3CC3)c2O[C@H]1CN(C)CC1CCCCC1	i	0.5
COC(=O)[C@@]1(Cc2ccccc2)[C@H]2C(=O)N(C)C(=O)[C@H]2[C@H]2CN=C(SCC3CC3)N21	i	0.7
Nc1ccc2cc3[nH]c4cc(N)ccc4c3nc2c1	?	·
CCN(CCO)c1ccc(Nc2cc(-c3ccc(-c4ccccc4)cc3)ncn2)cc1	i	1.7
C=C1[C@@H](O)[C@H](CC(C)C)N(Cc2ccccc2Br)S1(=O)=O	i	2.3
C[C@H](CO)N1C[C@H](C)[C@@H](CN(C)C(=O)c2ccncc2)OCc2cnnn2CCCC1=O	?	·
O=S1(=O)CC(N2CCC(Cc3ccccc3)CC2)CN1C1CCCC1 (stereo not given)	i	0.9
Cc1ccccc1-c1nnc(SCC(=O)Nc2c(C)n(C)n(-c3ccccc3)c2=O)o1	i	2.0
CN(Cc1ccccc1)C(=O)c1ccc(Cc2cn(C)c3ccccc23)nc1	i	1.0
COC(=O)[C@@]12C[C@@H](CC(=O)N3CCSCC3)C(=O)N(CCc3ccc(OC)c(OC)c3)C1=CCC(C)(C)C2	i	1.2
CC(Oc1ccccc1F)c1nnc(SCC(=O)N(c2ccccc2)C2CCS(=O)(=O)C2)o1 (stereo not given)	i	0.6
COc1cc(-c2cnc3c(NC=O)cc(-c4ccccc4Cl)cn23)cc(OC)c1OC	?	·
COCCNC(=O)C1(C)CCCN(C(=O)CCc2ccccc2)C1 (stereo not given)	i	1.6
CCOC(=O)[C@@H]1[C@H]2COc3ccccc3[C@H]2N2C(=O)N(c3cccc(Cl)c3)C(=O)[C@]12C	i	2.5
Cc1ccccc1S(=O)(=O)N(C)C[C@@H]1OCc2cnnn2CCCC(=O)N([C@H](C)CO)C[C@@H]1C	i	1.0
N#CCCn1cc(C(=O)CN2C(=O)C(=O)N(C3CCCC3)C2=O)c2ccccc21	i	1.0
OC[C@@H]1[C@@H](c2ccccc2)C(c2cccc(Cl)c2)=NN1c1ccccc1	i	0.0
Cc1cc(C(=O)N2CCN(S(=O)(=O)c3ccc(C)c(C)c3)CC2)no1	i	0.4
(cont.)
SMILES	Myeloid diff MLP	Myeloid diff MLP GFP+ MAC1+ %
COc1ccccc1CN1CCNC(=O)C1CC(=O)N(C)C1CCOCC1 (stereo not given)	i	0.8
O=C(O)CNC(=O)C1(NC(=O)OCc2ccccc2)CCCC1	i	0.2
CCOc1ccc(NC(=O)CN(C)C(=O)c2cccc(S(=O)(=O)N3CCCC3)c2)cc1OCC	i	1.5
CCN(CC(=O)Nc1cc(Cl)ccc1C)C(=O)C1CCN(c2ncnc3sc(C)c(C)c23)CC1	i	2.0
C=CCC[C@@H](Cc1ccc(F)cc1)C(=O)OC[C@H](Cc1c[nH]c2ccccc12)NC(=O)[C@H](CC=C)CC(=O)NCCO	i	1.4
O=C(COC(=O)c1cncc(Br)c1)Nc1ccc(S(=O)(=O)N2CCOCC2)cc1	i	1.4
O=C1NC(=O)C(c2ccc(Cl)cc2Cl)N1 (stereo not given)	i	1.3
O=C(Nc1cccc(Oc2ccccc2)c1)C1Cc2c(-c3ccco3)ccnc2O1 (stereo not given)	i	1.0
CCCc1ccc(C(=O)CN2C(=O)C(=O)N(C3CCCC3)C2=O)cc1	i	0.9
CCOc1cc(N2CCOCC2)c(OCC)cc1NC(=O)CN1C(=O)N(C)C2(CCCCC2)C1=O	i	1.5
CC(=O)N1CCN(C(=S)NC(=O)c2ccc(F)cc2)CC1	i	1.3
COc1cc(C=NNC(=O)Cn2nc(C)cc2C)ccc1OC(=O)C1CC1	i	0.3
O=C1NC(=O)C(=Cc2ccc(Cl)c(Cl)c2)S1	i	1.3
O=C(NCc1ccc2c(c1)OCO2)c1ccccc1Cl	i	0.6
CCc1nc2ccc(C(=O)Nc3ccc4c(c3)OCC(=O)N4)cn2c1N(C)Cc1nccn1C	i	1.8
N#CC1(NC(=O)COc2ccc(C(N)=O)cc2)CCCC1	i	0.1
CCOc1ccccc1OCCCC(=O)Nc1cccc(-n2cnnn2)c1C	i	1.1
CC(=O)Nc1ccc(Nc2nc(-c3c(C)nc4ccccn34)cs2)cc1	?	·
O=C(CCl)Nc1cccc(S(=O)(=O)NC2=NCCCCC2)c1	i	0.7
CC(=O)Nc1cc(-c2ccc(N(C)C)cc2)cn2c(-c3ccc(F)c(Cl)c3)cnc12	i	1.6
Cc1nn(-c2ccc(C(=O)N3CCN(S(=O)(=O)c4ccccc4C(F)(F)F)CC3)cc2)c(C)c1Cl	i	1.0
O=C(Nc1ccnn1C1CCN(C(=O)c2cccnc2)CC1)c1cccc(F)c1	i	0.1
S=c1[nH]nc2ccc3ccccc3n12	i	0.4
CC(C)N(C(=O)CN1CCN(S(=O)(=O)c2ccc(Br)s2)CC1)C(C)C	i	1.1
Cc1cc(=O)c2c([nH]1)c(C)cc1[nH]c(C)c(C)c12	i	2.6
Other entries follow:
SMILES	Myeloid diff MLP	Myeloid diff MLP GFP+ MAC1+ %
O=C(NN(Cc1ccccc1)Cc1ccccc1)c1ccccc1	i	0.8
CCOc1ccccc1C(=O)NCC(=O)NCc1ccc(S(=O)(=O)N2CCOCC2)cc1	i	0.8
CN1CCC(N(C)C(=O)c2cc(S(=O)(=O)N3CCOCC3)ccc2Cl)CC1	i	0.5
CC1(C(=O)Nc2ccccc2Cc2ccccc2)CCN1Cc1ccccc1Cl (stereo not given)	i	2.2
CC(C)C[C@@H](CNCC(=O)[C@H](Cc1ccccc1)NC(=O)c1[nH]cnc1C(=O)N[C@@H](C)CN)NC(=O)c1nc[nH]c1C(=O)N[C@@H](C)C(=O)O	i	0.3
CCCS(=O)(=O)NC(=O)C1(C)CCN(C(=O)Cc2ccc(OC)cc2)C1 (stereo not given)	i	2.2
CC1(c2nnnn2-c2ccc3c(c2)OCCO3)CCC(=O)N1Cc1cccc(C(F)(F)F)c1 (stereo not given)	i	0.9
COc1cccc(CNC(=O)[C@@H]2CCCN2C(=O)[C@H]2CCCCN2C(=O)c2cccc(OC)c2)c1	i	0.7
Cc1cc(F)ccc1C(O)c1ncc(-c2ccccc2Cl)[nH]1 (stereo not given)	i	0.7
Cc1ccnc(NC(=O)c2cccc(NC(=O)c3ccc(Cl)c(Cl)c3)c2)c1	i	0.7
CNC(=O)C[C@@H]1C(=O)N(c2ccc(OC)cc2)CC1(C)C	i	0.4
Cc1ccccc1-c1cc(C(=O)O)n(CC2CC(c3cccnc3)=NO2)n1 (stereo not given)	i	0.9
O=C(COC(=O)CNC(=O)c1ccccc1)NC1CCCC1	i	1.1
Nc1ncnc2c1ncn2[C@@H]1O[C@H](C(=O)N2CCN(c3nc4ccccc4o3)CC2)[C@@H](O)[C@H]1O	i	1.0
CCCCC[C@@H]1CCCCC[C@@H](O)C[C@H](O)[C@H](O)/C=C/C(=O)O1	i	1.5
CCc1ccccc1NC(=O)CN1CCN(C(=O)CNC(=O)c2ccc(N3CCCC3=O)cc2)CC1	i	0.5
Cc1cc(C)cc(Nc2cc(C)nc3ncnn23)c1	i	1.2
O=C(Cn1ccc(NC(=O)OCc2ccccc2)nc1=O)NCCc1c[nH]c2ccccc12	i	0.9
O=C1C=C(C2OC(CO)C(O)C2O)C(=O)N1 (stereo not given)	i	3.7
CC1(C)CC2(CCO1)N1CC3(C)CN2CC(C)(C1)C3=O (stereo not given)	i	0.8
Cc1nc(Cc2ccccc2)sc1CC#N	i	0.5
CC(C)C[C@H]1CNC(=O)C(=O)N1C[C@@H]1CCCN1C[C@H](CC(C)C)N1C[C@H](Cc2ccc(O)cc2)N(CCc2ccccc2)C(=O)C1=O	i	0.9
O=C(Cn1cc(COc2ccc(Cl)c(Cl)c2)nn1)NS(=O)(=O)c1ccccc1OC(F)(F)F	i	0.5
CCc1ccccc1OCC(=O)Nc1cc(S(=O)(=O)N(CC)CC)ccc1N1CCOCC1	i	0.7
CCCCc1c(-c2ccccc2OC)ncn1C1CCCC1	i	0.5

Molecules above containing two or more sulfur atoms, in the order listed:
SMILES	Myeloid diff MLP	Myeloid diff MLP GFP+ MAC1+ %
CC(C)C[C@H]1CNC(=S)N1C[C@H]1CCCN1C[C@H](Cc1ccc(O)cc1)N1C[C@H](Cc2ccc(O)cc2)N(CC2CCCCC2)C1=S	i	1.3
CC(Oc1ccccc1F)c1nnc(SCC(=O)N(c2ccccc2)C2CCS(=O)(=O)C2)o1 (stereo not given)	i	0.6
CC(C)N(C(=O)CN1CCN(S(=O)(=O)c2ccc(Br)s2)CC1)C(C)C	i	1.1

Other structures follow.
SMILES	Myeloid diff MLP	Myeloid diff MLP GFP+ MAC1+ %
O=C(CSc1nnc(C2CC2)n1-c1ccccc1)NC1CCS(=O)(=O)C1 (stereo not given)	i	1.5
CCC(CO)Oc1cc(NC(=O)c2ccc(N)cc2)c2ncn(C(C)C)c2c1 (stereo not given)	i	1.2
COCc1c(C(=O)Nc2ccc3nc(N4CCOCC4)sc3c2)oc2ccccc12	i	0.5
Cc1nc(N)ncc1CCC1OCCO1	i	0.4
Nc1nnc(SCC(=O)NNC(=O)c2ccc(F)cc2)s1	i	1.7
Cc1ccc(NC(=O)COC(=O)c2ccc(C)c(S(=O)(=O)N3CCOCC3)c2)cc1	i	0.6
Clc1cccc(-c2ccc3ncnc(NCc4cccnc4)c3c2)c1	i	1.4
O=C(C[C@@H]1C/C=C\C[C@@H](Cc2ccc(F)cc2)C(=O)OC[C@@H]2CCCN2C1=O)NCCO	i	0.9
C[C@H]1CN([C@@H](C)CO)C(=O)c2c(c3ccccc3n2C)-c2ccccc2CO[C@H]1CN(C)Cc1cccc(F)c1	i	1.4
COc1ccccc1N(C)S(=O)(=O)c1ccc(C(=O)NNC(=O)c2ccccc2O)cc1	i	0.7
CC(C#N)Sc1ccc(S(=O)(=O)N2CCCC2)cn1 (stereo not given)	i	0.2
CCCN(CC(=O)Nc1ccccc1C)C(=O)c1cnc(C)cn1	i	0.7

An excerpt from above in order of heavy-atom count, high to low:
SMILES	Myeloid diff MLP	Myeloid diff MLP GFP+ MAC1+ %
C[C@H]1CN([C@@H](C)CO)C(=O)c2c(c3ccccc3n2C)-c2ccccc2CO[C@H]1CN(C)Cc1cccc(F)c1	i	1.4
COCc1c(C(=O)Nc2ccc3nc(N4CCOCC4)sc3c2)oc2ccccc12	i	0.5
Nc1nnc(SCC(=O)NNC(=O)c2ccc(F)cc2)s1	i	1.7

Screening results (PubChem)
